High-throughput results: PubChem, National Center for Advancing Translational Sciences (NCATS)
D2 antagonist: D2 dopamine receptor (human) antagonism; P14416; HEK293 TREx D2 cells, calcium flux, dopamine EC80; inhibition, % at 10 µM; actives 2% (n = 340,000); AID 485344; in the data active = inhibition above about 30%; also: 0% is about no effect
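Inhibition of EC80 dopamine-driven calcium flux, recorded kinetically, defines activity here; cells are a tetracycline-induced HEK293 T-REx line expressing force-coupled D2.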
IDH1 R132H inh: blocks human mutant IDH1 R132H enzyme; O75874; IDH1-R132H enzyme, NADPH consumption, diaphorase/resazurin fluorescence; Potency, µM (doses to about 76.6 µM), for inactives: at the top dose activity change, negative = inhibition, actives largely listed as inhibitors; actives 0.093% (n = 390,000); AID 602179; also: potency is read from the fitted curve at half-maximal effect; % is scaled to controls: 0 for no effect and ±100 for the full control effect; nearly all actives have a fitted effect of over 65% in size
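IDH1-R132H (0.5 ug/mL dispensed) in pH 7.5 Tris buffer was preincubated 30 min with compound, then given a substrate mix of 0.016 mM NADPH and 2 mM alpha-KG for 80 min at room temperature; remaining NADPH was read by diaphorase/resazurin fluorescence.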
PI4K2A inh: inhibitors of human PI4K2A. activity change, negative = inhibition, % at 76.9 µM. Q9BTU6. actives 0.13% (n = 420,000). AID 1346378. purified PI4K2A, ADP-Glo luminescence, 1 h; hits give low values; in the data active = activity change below about -50%; inconclusive = mostly about -30% to -49%;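 also: -100% = wells without enzyme as full effect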
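Compounds are screened against recombinant PI4K2A using PI as substrate and ATP, the latter dispensed at 300 microM. Reactions run one hour at ambient temperature before ADP-Glo detection; full inhibition defined by wells lacking enzyme.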
TrxR1 inh: blocks rat thioredoxin reductase 1. O89049. recombinant rTrxR1, NADPH fluorescence consumption, selenite substrate. Potency, µM (doses to about 114 µM), inactives show at the highest dose activity change, negative = inhibition, hits mostly inhibitors. actives 1% (n = 390,000); also: potency is read from the fitted curve at half-maximal effect; % is scaled to controls: 0 for no effect and ±100 for the full control effect; nearly all actives have a fitted effect of over 65% in size
Target sequence (O89049 whole entry, looked up): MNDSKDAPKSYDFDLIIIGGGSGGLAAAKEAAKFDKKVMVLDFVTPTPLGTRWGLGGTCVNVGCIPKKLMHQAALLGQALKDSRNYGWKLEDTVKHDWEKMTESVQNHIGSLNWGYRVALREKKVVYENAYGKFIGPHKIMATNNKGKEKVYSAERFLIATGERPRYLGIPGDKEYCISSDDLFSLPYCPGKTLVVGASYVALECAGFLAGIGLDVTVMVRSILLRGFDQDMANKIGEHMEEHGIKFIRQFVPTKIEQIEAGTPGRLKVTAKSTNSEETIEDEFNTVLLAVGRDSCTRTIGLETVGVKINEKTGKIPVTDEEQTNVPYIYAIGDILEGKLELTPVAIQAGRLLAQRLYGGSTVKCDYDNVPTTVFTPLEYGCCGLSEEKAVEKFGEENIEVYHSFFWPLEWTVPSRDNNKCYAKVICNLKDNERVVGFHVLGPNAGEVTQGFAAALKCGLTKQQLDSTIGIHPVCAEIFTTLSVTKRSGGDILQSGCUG
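Rat TrxR1 (90 nM in the dispensed reagent) was pre-reduced with 400 uM NADPH for 5 min at room temperature, then incubated with compound for 15 min. After 400 uM selenite was added, NADPH fluorescence (Ex 340/Em 450 nm) was followed for 8 min.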
USP1-UAF1 inh: USP1/UAF1 (human) deubiquitinase inhibition; Potency, µM (series often up to 57.1 µM), inactives show at the highest dose activity change, negative = inhibition, actives largely listed as inhibitors; actives 0.23% (n = 390,000); recombinant USP1/UAF1, Ub-Rhodamine cleavage fluorescence; O94782; also: potency is read from the fitted curve at half-maximal effect; % is scaled to controls: 0 for no effect and ±100 for the full control effect; nearly all actives have a fitted effect of over 60% in size; inactives centre near -12
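USP1/UAF1 complex (1 nM) preincubated 15 min at room temperature with compound, then Ub-Rho substrate (150 nM final) added. Kinetic fluorescence at 480/540 nm over 6 reads at 60 s intervals; 50 mM HEPES pH 7.8, 0.5 mM EDTA, 0.1 mg/ml BSA, 1 mM TCEP, 0.01% Tween-20.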
TRHR PAM: allosterically enhances the human TRH receptor. P34981. AID 493056. enhancement, % at 2 µM. TRHR cells, fluo-8 calcium fluorescence, EC20 TRH enhancement. actives 0.66% (n = 360,000); in the data active = enhancement above about 30%; also: 0% is about no effect
Target sequence (P34981 whole entry, looked up): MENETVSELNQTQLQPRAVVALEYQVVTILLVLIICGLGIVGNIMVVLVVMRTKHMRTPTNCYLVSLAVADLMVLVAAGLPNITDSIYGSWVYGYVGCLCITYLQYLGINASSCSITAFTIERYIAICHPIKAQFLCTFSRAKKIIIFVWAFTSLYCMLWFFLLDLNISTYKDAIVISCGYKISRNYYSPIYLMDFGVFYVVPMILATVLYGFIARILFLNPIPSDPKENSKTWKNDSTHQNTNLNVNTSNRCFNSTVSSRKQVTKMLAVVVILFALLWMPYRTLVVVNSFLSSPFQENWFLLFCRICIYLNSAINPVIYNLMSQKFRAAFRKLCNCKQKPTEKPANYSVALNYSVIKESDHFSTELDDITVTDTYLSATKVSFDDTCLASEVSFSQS
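TRHR-expressing cells loaded with fluo-8 calcium dye were read kinetically (ex 480/em 530) during compound addition, then stimulated with an EC20 of TRH (10 nM final). Enhancement of the Gq-mediated intracellular calcium response was scored.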
D2 ag: D2 dopamine receptor (human) agonism; P14416; HEK293 T-REx D2 cells, calcium flux agonist mode; activation, % at 2 µM; actives 0.53% (n = 340,000);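 active = activation over 3 SD above normal in the single-dose calcium agonist read, cut at about 30% in these data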; also: 0% is about no effect
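HEK293 Trex D2 cells, tetracycline-induced, o/n 30 C 5% CO2; no-wash Ca dye, RT 30–90 min; 10-cycle baseline, 23 nl cpd added, kinetic Ca read 180 s; agonist hits = positive Ca response.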
TrxR1 substrate: substrates of rat thioredoxin reductase 1; O89049; purified TrxR1 substrate turnover, NADPH consumption readout; Potency, µM (top dose mostly 114 µM), for the others: top-dose activity change, negative = substrate turnover; actives 0.01% (n = 390,000); AID 588456; also: potency is read from the fitted curve at half-maximal effect; % is scaled to controls: 0 for no effect and ±100 for the full control effect; nearly all actives have a fitted effect of over 50% in size
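Rat TrxR1, dispensed at 90 nM, was prereduced with 400 uM NADPH (final) for 5 min at ~22 deg C, then incubated with compound 15 min before 400 uM selenite. A first-read NADPH fluorescence drop versus no-compound background flagged substrates.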
TRHR ag: TRH receptor (human) agonism; AID 493084; actives 0.18% (n = 360,000); activation, % at 2 µM; TRHR cells, calcium flux fluo-8, FDSS agonist mode; P34981; in the data active = activation above about 30%; also: 0% is about no effect
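Agonist-mode FDSS calcium read (Ex 480/Em 530, 1 s cycles) in 1536-well TRHR cells with fluo-8 dye, after 10-cycle baseline and 23 nL compound addition; TRH at EC20 (10 nM final) added afterwards for the enhancer phase.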
An asterisk follows results filed as active; ? = inconclusive; nt = no result given; [ ] = remark or other dose. Unless noted, calls follow the shape of the dose curve; as a rule, active = well fitted inhibition curve with a large enough effect; inconclusive = small, poorly fitted or top-dose-only effect; inactive = no such curve, though single readings can be large or run the other way.

Values run as follows: D2 antagonist, IDH1 R132H inh, PI4K2A inh, TrxR1 inh, USP1-UAF1 inh, TRHR PAM, D2 ag, TrxR1 substrate, TRHR ag
> COc1ccc(C2c3ccc(O)cc3Oc3ncn(CCN4CCOCC4)c(=N)c32)cc1OC (stereo unspecified)
  -5, 5%, -4, 10%, -4%, 2, 0.0, -1%, -0.3
> Cc1ccc(-c2cc(C(=O)O)c3ccccc3n2)c(C)c1
  -6, -4%, 3, 18%, -23%, 14, -0.5, 16%, -0.3
> COc1ccc(S(=O)(=O)CCC(=O)Nc2cccc(OC)c2)cc1
  -2, nt, nt, nt, nt, 0, -0.7, nt, -0.8
> C=CCN1C(=O)[C@]2(c3ccccc31)C1CCCC=C1C(C#N)=C(N)C2(C#N)C#N (stereo partly specified)
  -12, -4%, -1, -12%[57.1 µM], -19%, 12, 1.9, 7%[57.1 µM], 3.7
> CC1CCc2nc(NCCO)nc(C(F)(F)F)c2C1 (stereo unspecified)
  -12, 0%, -3, 15%, -8%, 8, 0.2, -2%[57.1 µM], 0.2
> Fc1ccc(OCCCCN2CCOCC2)cc1
  7, 2%, 0, 22%[57.1 µM], -13%, 1, 0.0, 9%[57.1 µM], 0.0
> CN(Cc1ccccc1)Cc1c(O)ccc2ccccc12
  9, 0%, -3, -43%, -5%, -5, -0.3, 11%, -0.4
> COc1ccc(-c2[nH]ncc2/C=N\NC(=O)c2cccs2)cc1OC
  -18, 13%, 1, 16%, -22%, 9, -2.1, -4%, -0.1
> CCC1=NN(C(=O)C(=O)Nc2ccc(OC)cc2)C(O)(C(F)(F)F)C1 (stereo unspecified)
  -2, 27%, -8, 20%, -9%, 3, 0.4, 15%, 0.5
> Cc1cccc(NC(=S)N(CCN(C)C)C(C)c2ccco2)c1 (stereo unspecified)
  13, 0%, -6, -9%, -27%, 1, -2.4, -8%, 0.2
> Cc1oc2cc3oc(=O)ccc3cc2c1C
  -1, 5%, -3, 7%, -7%, 0, -2.0, 1%, -1.6
> COc1ccc(N2CCN(S(=O)(=O)CCNC(=O)C(C)Oc3ccccc3)CC2)cc1 (stereo unspecified)
  3, 19%, 4, 1%, -22%, 5, 0.2, -4%, -0.1
> COc1cc(/C=N/NC(=O)c2sc3ccccc3c2Cl)ccc1OC(=O)c1ccc([N+](=O)[O-])cc1
  20, -1%, 0, 4%, -20%, -2, 1.0, -10%, 0.6
> COCCNC(=O)Cn1cc2c(n1)-c1c(oc(C(=O)N3CCCC3)c1C)CC2
  nt, 5%, -19, -17%, ?, 0, 1.1, -6%, 0.0
> O=C(CC1SC(=O)N(c2ccccc2)C1=O)Nc1ccc(Br)cc1 (stereo unspecified)
  -3, 1%, 4, -22%[57.1 µM], ?, -8, -0.1, -6%[57.1 µM], 0.7
> CC(C)(C)c1csc(NC(=O)C2=COCCO2)n1
  -5, 6%, -3, 2%[57.1 µM], -8%, -1, -0.7, -4%[57.1 µM], -0.5
> COC(=O)CCC(=O)OC1(C)C(=O)C2=CN(CCc3ccccn3)C(c3ccc(OC)cc3)=CC2=C(Br)C1=O (stereo unspecified)
  nt, 12%[38.3 µM], -17, -20%, ?, nt, nt, -22%, nt
> Cc1c(C)c2ccc(OCC(=O)N3CCC(C(=O)O)CC3)cc2oc1=O
  -6, 2%, 7, -28%, -23%, -1, 0.1, 283%[activator], -0.1
> O=C(Nc1nccs1)C1CC(=O)N(CCc2ccccc2)C1 (stereo unspecified)
  nt, 3%, 0, -13%, -5%, 2, nt, -12%, 0.0
> Cc1c(O)ccc(NS(=O)(=O)c2ccccc2)c1C
  12, -8%, 6, 21%, 1%, -1, -0.5, 4%, 0.5
> O=S(=O)(Nc1ncccn1)c1ccc(NC(=S)Nc2cccc(Cl)c2)cc1
  -15, nt, nt, nt, nt, -4, 0.4, nt, -0.9
> CC1CCC(NCc2ccco2)CC1 (stereo unspecified)
  -26, 3%, -5, 21%, -1%, 14, 0.7, 5%, -0.3
> O=C(NCc1ccccc1)C1CC(=O)N(c2ccc(OCC(=O)N3CCOCC3)cc2)C1 (stereo unspecified)
  9, 5%, -2, 18%[57.1 µM], -16%, -3, 0.8, -9%, 0.5
> COc1cc2nc(-c3cccs3)oc(=O)c2cc1OC
  nt, 0%, 1, 35%, 8%, nt, nt, 59%[activator], nt
> O=C(COc1c(F)c(F)cc(F)c1F)NC(=O)NC1CCCC1
  -7, -2%, -1, 7%, -12%, 7, -1.5, -3%, -1.1
> Cc1cc(NC(=O)CCC(=O)N(Cc2cccs2)C(C(=O)NC2CCCC2)c2ccncc2)no1 (stereo unspecified)
  1, 16%, 2, -21%, 0%, 5, -0.3, -1%, 0.2
> Cc1cccc(C2=N/C(=C/c3cccs3)C(=O)O2)c1
  3, 0%, 8, 2%, -3%, -5, -0.3, -2%, 1.7
> COC(=O)c1ccccc1N(C)S(=O)(=O)c1cc2c3c(c1)CCC(=O)N3CCC2
  -6, 11%, 6, -8%, -6%, 11, 0.1, 1%, 0.0
> CCOc1ccccc1-c1nc(C(N)=O)c2c(n1)n(-c1ccc3c(c1)OCO3)c(=O)n2C
  nt, -3%, -2, 10%[57.1 µM], -12%, -1, -1.4, 0%[57.1 µM], -0.4
> CCOc1ccc(-n2c(CCc3ccccc3)n[nH]c2=S)cc1
  -1, 1%, -4, -18%[57.1 µM], -25%, 4, 0.9, 5%[57.1 µM], 0.0
> O=C(C1=C[C@@H](C2CCCCC2)C[C@@H](OCCCCO)O1)N1CCN(Cc2ccc3c(c2)OCO3)CC1
  -6, 18%, -1, 6%, -30%, -1, 0.3, -1%, 0.1
> COc1ccc(N2C(=O)CCC(C(C)=O)=C2C)cc1
  3, 1%, 1, 0%, -19%, -8, 0.3, -7%, 1.4
> Cc1cccc(-n2ncc3c(NCc4ccccc4)ncnc32)c1
  -23, 23%, -2, 28%, -21%, 8, -0.3, 8%, -0.3
> CCOc1ccc(NS(=O)(=O)c2cc(Cl)ccc2OC)cc1
  nt, 1%, 0, -9%, -13%, 9, nt, -15%, 0.0
> CCOC(=O)c1[nH]c(C)c(CCC(=O)NCc2ccccc2)c1C
  nt, 10%, 1, 16%[57.1 µM], -1%, 0, nt, 1%[57.1 µM], -0.3
> COc1ccc(NC(=O)C23CC4CC(C2)CC(n2cnc(Br)n2)(C4)C3)cc1Cl
  -11, 0%, -5, 5%, -18%, -6, -1.1, -7%, -0.2
> CC(Cl)C(=O)NN=C(c1ccccc1)c1ccccc1 (stereo unspecified)
  -9, -6%, 6, -1%, -16%, 1, 1.3, -2%, -0.8
> O=C(Nc1nc2c(F)cc(F)cc2s1)C1CCN(C(=O)c2ccc(F)cc2)CC1
  6, 2%, -4, 9%[57.1 µM], -18%, -5, 0.3, 4%[57.1 µM], 0.2
> O=C(Nc1ccccc1)c1ccc(S(=O)(=O)Nc2cccc(O)c2)cc1
  -5, 0%, -5, 23%, -19%, -1, 0.1, 3%, -0.9
> CN(C(=O)CSc1ccncc1)C1CCCN(Cc2ccccc2F)C1 (stereo unspecified)
  1, 5%, -9, 2%, -22%, 2, -0.4, 5%, 0.1

Single records (already shown). Order of values: D2 antagonist, IDH1 R132H inh, PI4K2A inh, TrxR1 inh, USP1-UAF1 inh, TRHR PAM, D2 ag, TrxR1 substrate, TRHR ag
COc1ccc(N2C(=O)CCC(C(C)=O)=C2C)cc1 reads 3, 1%, 1, 0%, -19%, -8, 0.3, -7%, 1.4
COc1cc2nc(-c3cccs3)oc(=O)c2cc1OC reads nt, 0%, 1, 35%, 8%, nt, nt, 59%[activator], nt
Cc1c(C)c2ccc(OCC(=O)N3CCC(C(=O)O)CC3)cc2oc1=O reads -6, 2%, 7, -28%, -23%, -1, 0.1, 283%[activator], -0.1

Going on with the list.
Values run as follows: D2 antagonist, IDH1 R132H inh, PI4K2A inh, TrxR1 inh, USP1-UAF1 inh, TRHR PAM, D2 ag, TrxR1 substrate, TRHR ag
> CNC(=S)N1CCC(NC(=O)c2ccco2)CC1
  -17, nt, nt, nt, nt, -4, -0.5, nt, 0.5
> O=C(N[C@@H](Cc1c[nH]c2ccccc12)C(=O)O)C1CCN(S(=O)(=O)c2ccc(Cl)cc2)CC1
  0, 2%, 1, 21%[57.1 µM], -13%, -6, 2.2, -5%[57.1 µM], -0.5
> CCNC(=S)N/N=C(\C)c1ccc2c(c1)OCCO2
  4, 5%, -1, -15%, -10%, 2, 0.4, -10%, -0.5
> Cc1nn(CC(=O)NC2(C)CCS(=O)(=O)C2)c(C)c1S(=O)(=O)N(C)C (stereo unspecified)
  nt, 9%, -2, 28%, -21%, nt, nt, 5%, nt
> Cc1cc(N2CCN(C(=O)/C=C/C(=O)O)CC2)c2ccccc2n1
  1, -6%, 3, 5%, -10%, 16, -2.0, -8%, -2.0
> COc1cc2c(cc1OC)/C(=C/C(=O)c1ccccc1)NCC2
  14, -10%, -2, -5%, -10%, 10, -0.8, -9%, 0.5
> O=C(COC(=O)c1cc(S(=O)(=O)N2CCCCC2)ccc1N1CCOCC1)c1ccccc1
  -8, -6%, 6, 20%, -3%, 0, -0.8, 15%, 0.5
> COc1ccc(CNC(=O)[C@H](C)NC(=O)C2CCN(S(=O)(=O)c3ccccc3)CC2)cc1
  12, -6%, 7, -1%, -14%, -1, -0.3, -9%, 0.5
> CN(CC(=O)Nc1cccc(F)c1)C(=O)CSc1ccccc1
  0, 7%, -3, -5%, -6%, -1, -0.8, -6%, -0.1
> CC(C)Cn1c(CN2CCN(c3cccc(Cl)c3)CC2)nc2c1c(=O)[nH]c(=O)n2C
  nt, 15%, 0, 18%, -27%, 6, -0.9, 5%, -1.5
> CCc1ccc(NC(=O)[C@@H](NC(=O)[C@@H]2Cc3ccccc3CN2)C(C)CC)cc1 (stereo partly specified)
  -13, 6%, 1, 25%, -4%, 4, -0.3, 1%, -0.2
> CC(C)c1nnc(NC(=O)CCC(=O)N2CCN(Cc3ccc(F)cc3)CC2)s1
  -2, 1%, -2, -22%, -13%, -1, 0.8, -6%, 0.7
